Lmaj promast: Leishmania major promastigote growth inhibition. Leishmania major promastigotes, resazurin fluorescence viability. inhibition, % at 10 µM. hit rate 9% among 200,000; in the data active = inhibition above about 50%;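 note: promastigotes grown with compound for 44 hours at 28 °C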
TNAP inh hiacc: TNAP (human) inhibition, high acceptor; AID 1135; purified TNAP, CDP-star luminescence, 1 M DEA; P05186; inhibition, % at 20 µM; hit rate 0.03% among 200,000;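 active = over 50% inhibition of tissue-nonspecific alkaline phosphatase at 20 µM in the single-dose screen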;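 note: plate controls were DMSO wells for no effect and EDTA-quenched wells as full inhibition for full effect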
Target sequence (P05186 whole entry, looked up): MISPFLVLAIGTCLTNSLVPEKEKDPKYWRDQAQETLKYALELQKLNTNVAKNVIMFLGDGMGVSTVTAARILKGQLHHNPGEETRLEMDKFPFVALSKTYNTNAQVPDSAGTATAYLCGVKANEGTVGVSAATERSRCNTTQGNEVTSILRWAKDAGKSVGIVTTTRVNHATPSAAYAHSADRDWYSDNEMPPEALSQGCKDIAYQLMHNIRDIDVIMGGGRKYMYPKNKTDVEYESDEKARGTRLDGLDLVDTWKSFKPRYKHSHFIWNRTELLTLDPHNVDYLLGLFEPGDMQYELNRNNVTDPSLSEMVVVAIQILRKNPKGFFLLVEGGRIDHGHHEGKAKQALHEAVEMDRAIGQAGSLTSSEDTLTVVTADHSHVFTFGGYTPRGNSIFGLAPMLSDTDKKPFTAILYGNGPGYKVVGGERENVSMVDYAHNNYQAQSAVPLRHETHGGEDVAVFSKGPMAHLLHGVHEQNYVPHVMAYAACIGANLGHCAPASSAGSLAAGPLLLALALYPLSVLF
TNAP inh noacc: inhibitors of human TNAP without phosphate acceptor. inhibition, % at 20 µM. purified TNAP, CDP-star luminescence, 30 min. AID 1012. hit rate 0.26% among 200,000;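 active = tissue-nonspecific alkaline phosphatase inhibition above about 50% at 20 µM in the single-dose screen, limit read from the data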;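 note: 0% = DMSO negative control and 100% = EDTA positive control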
PMI act: activators of human phosphomannose isomerase | P34949 | purified human PMI, coupled resazurin fluorescence, 20 min; hits give high values; 1 = vehicle control, 0 substrate-free wells | activation factor at 20 µM | hit rate 0.005% among 190,000 | AID 1214;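 active = activation factor of 2 or more at 20 µM, relative to plate controls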
Target sequence (P34949 whole entry, looked up): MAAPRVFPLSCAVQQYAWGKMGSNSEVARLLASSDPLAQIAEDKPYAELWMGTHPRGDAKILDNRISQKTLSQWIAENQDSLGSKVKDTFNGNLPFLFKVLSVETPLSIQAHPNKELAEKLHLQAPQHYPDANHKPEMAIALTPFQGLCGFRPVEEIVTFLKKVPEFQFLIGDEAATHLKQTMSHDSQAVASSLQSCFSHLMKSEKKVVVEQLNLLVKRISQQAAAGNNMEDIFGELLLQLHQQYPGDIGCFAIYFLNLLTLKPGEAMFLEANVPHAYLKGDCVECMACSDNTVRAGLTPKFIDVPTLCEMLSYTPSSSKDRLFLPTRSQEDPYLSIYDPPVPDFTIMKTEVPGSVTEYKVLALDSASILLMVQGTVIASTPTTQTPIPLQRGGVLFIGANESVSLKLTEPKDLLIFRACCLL
HMGR II inh: inhibitors of class II HMG-CoA reductase from Enterococcus faecalis; AID 1066; hit rate 0.41% among 190,000; inhibition, % at 10 µM; purified E. faecalis HMGR, NADPH absorbance 340 nm kinetic;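 active = inhibition above a set limit, the median over all tested compounds plus 3 SD, cut at about 9.5% in these data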;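 note: enzyme runs in reverse so mevalonate oxidation gives rising NADPH absorbance; 0% = complete reaction with DMSO and 100% = background rate lacking mevalonate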
PMI act satM6P: PMI (human) activation, high substrate; coupled PMI enzyme assay, resazurin fluorescence, 20 min; hits give high values; 1 = untreated enzyme, 0 = substrate-free blank; activation factor at 20 µM; hit rate 0.34% among 190,000;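 active = activation factor of 2 or more at 20 µM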
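Test system – human PMI in coupled enzyme assay · Timing – 20 min incubation at room temperature · Detection – Diaphorase-driven resazurin-to-resorufin fluorescence, excitation 544, emission 590 nm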
RAM network inh: inhibitors of the yeast RAM network; S. cerevisiae dse1pr::URA3 reporter, 5-FOA growth OD615, 2 d; analog-sensitive cbk1-as2 kinase mutant strain; inhibition, % at 50 µM; hit rate 1.8% among 190,000; AID 868;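 active = inhibition above a set limit, 3 SD over mean compound inhibition, cut at about 8.4% in these data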;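 note: 0% = DMSO-only wells with no growth and 100% = 10 µM 1-NA-PP1 full growth; inhibition rescues growth on 5-FOA so higher OD means more RAM inhibition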
Hsp70 act: Hsp70 transcriptional activation, primary screen; HeLa Hsp70 promoter luciferase reporter, luminescence; scaled: vehicle 0, proteasome-inhibitor control 100%; AID 1203; activation, % at 10 µM; hit rate 0.04% among 200,000;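 active = activation above the mean across all tested compounds plus 3 SD, cutoff set per campaign, cut at about 5.5% in these data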;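 note: 100% = MG132 at 30 µM as the positive control and 0% = DMSO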
S1P3 antag: antagonists of human S1P3 receptor. AID 485. inhibition, % at 4.98 µM. hit rate 0.27% among 170,000. CHO S1P3 NFAT-BLA reporter, FRET fluorescence, antagonist mode;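 active = inhibition above the plate cutoff, the mean inhibition of test wells on that plate plus 3 SD, cut at about 28% in these data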;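 note: cells challenged with S1P at its EC80 of 0.8 µM; blue over green emission ratio from cleaved BLA substrate after 4 h stimulation; 0% = S1P-stimulated wells and 100% = unstimulated DMSO-only wells; some compounds past the cut are filed as inactive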
Redox H2O2 prof: compounds producing H2O2 with reducing agent – biochemical, NIH compound library profiling, artefact control for MLSCN library redox annotation, primary screen | DTT-dependent redox cycling H2O2, phenol red/HRP absorbance; 100% = 100 µM peroxide control, 0% = buffer | activation, % at 10 µM | hit rate 0.03% among 200,000 | AID 878;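 active = activation of at least 50% relative to the plate's high and low controls in the primary single-dose screen; inactive = activation below 50%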;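 note: compound incubated with DTT at 0.8 mM final as the reducing agent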
Active calls of the source: *; / = no result given. Not a hit list, and some 12% of all compounds hit somewhere here.

nr	Structure	Lmaj promast	TNAP inh hiacc	TNAP inh noacc	PMI act	HMGR II inh	PMI act satM6P	RAM network inh	Hsp70 act	S1P3 antag	Redox H2O2 prof
1	COc1ccccc1C(=O)Nc1ccc2c(c1)nc1n2CCN(Cc2ccccc2)C1	21	-1	-11	1.5	-7	1.4	1.1	-0.2	-4	-0.1
2	Cc1c(NC(=S)NC(=O)C2CCCCC2)c(=O)n(-c2ccccc2)n1C	-6	-1	-11	0.9	7	1	-0.5	-0.6	0	0.1
3	Cc1c(NC(=O)C(C)N2C(=O)c3ccccc3C2=O)c(=O)n(-c2ccccc2)n1C (stereo unspecified)	-4	-2	2	1.1	0	1	0.5	0.0	17	3.1
4	CC(=O)Nc1nonc1NC(C)=O	-1	-6	-7	0.9	0	0.9	0.2	0.4	-66	0.3
5	CN/N=C/c1ccc(C#N)cc1	17	-1	-14	1.1	-6	1	3.1	-0.2	-15	0.1
6	CNC(=O)c1sc(-c2cccnc2)nc1C	-6	-6	-12	1	-3	1	0.5	0.2	/	-0.8
7	O=C(Nc1ccccc1)C1=C[C@H](c2ccc3c(c2)OCO3)C[C@H](OCc2ccc(CO)cc2)O1	12	0	2	0.9	-4	0.8	9.4*	-0.1	-9	0.0
8	COc1ccc(CC(NC(C)=O)C(=O)NC2CCN(C(=O)c3cnccn3)CC2)cc1 (stereo unspecified)	2	-2	1	1.1	1	1.1	1.8	-0.5	/	1.1
9	Cc1ccccc1Nc1nc(N)nc(CSc2nnc(-c3ccccc3)n2C)n1	2	-6	6	1.2	-4	1.2	1.0	-0.2	/	-0.1
10	O=C(CNC(=O)c1ccccc1)NC1(C(=O)NC2CCCC2)CCCCC1	1	-5	-11	0.9	3	1	2.4	-0.3	-6	-0.5
11	CC1CCN(C(=O)CSc2nnc(-c3ccc(S(=O)(=O)N4CCOCC4)cc3)n2C)CC1	-2	-4	-10	1.1	1	1.1	1.5	-0.2	-18	0.3
12	NC(=S)NC(=O)/C=C/c1ccccc1	15	-2	-4	1.1	-6	1	0.4	-0.3	4	-0.1

Carrying on.
nr	Structure	Lmaj promast	TNAP inh hiacc	TNAP inh noacc	PMI act	HMGR II inh	PMI act satM6P	RAM network inh	Hsp70 act	S1P3 antag	Redox H2O2 prof
13	O=[N+]([O-])c1cccc(-c2nnc3c4ccccc4c4ccccc4n23)c1	22	-8	-8	1	-5	1	4.9	-0.2	/	0.4
14	CC(=O)c1c(N)nc2n(c1=O)CCCCC2	-6	1	-4	0.9	-6	0.9	-0.5	0.9	/	0.5
15	COc1ccccc1N1CCN(C2=Nc3cccc4cccc2c34)CC1	77*	6	13	1	-4	0.7	0.5	0.3	-8	-0.7
16	Cc1cc(NC(=O)COC(=O)C2CCN(S(=O)(=O)c3cccc(Cl)c3Cl)CC2)no1	5	-4	-6	0.8	1	0.9	3.0	-0.1	/	0.1
17	Cc1ccc(NC(=O)N2CCN(C/C=C/c3ccccc3)CC2)cc1	20	-5	-14	0.8	0	0.9	0.2	0.0	-18	-0.5
18	Cc1nn(Cc2ccccc2)c2c1C(c1ccccc1)C(C#N)=C(N)O2 (stereo unspecified)	18	6	-2	1	0	0.9	3.8	-0.4	/	1.5
19	COc1ccccc1S(=O)(=O)Cc1ccc(C(=O)N2CCN(c3ccccn3)CC2)o1	-3	-2	-4	1	1	1	0.9	-0.5	-16	-0.7
20	CN(Cc1cccs1)C(=O)Cc1c[nH]c2ccccc12	-7	3	4	0.8	-7	0.9	-0.2	-0.3	-25	-0.2
21	CCc1nnc(NC(=O)CSc2nnc(-c3ccc(OC)cc3)n2C)s1	-8	2	-4	1	2	1	-0.7	-0.1	-25	3.0
22	O=C(CSC1=Nc2ccccc2C2CC=NN12)Nc1ccc2c(c1)OCO2 (stereo unspecified)	55*	-6	-13	1	-2	1	1.6	-0.2	-15	0.3
23	COc1ccc(C2C(C#N)=C(N)OC3=C2C(=O)CCC3)c(OC)c1OC (stereo unspecified)	-6	-1	-10	1	-9	1	4.3	-0.5	3	-0.5
24	CC(=O)N1CCN(c2ccc(NC(=S)NC(=O)COc3ccc(C(C)(C)C)cc3)cc2)CC1	21	3	-1	0.7	-6	0.9	3.8	-0.4	13	-0.2

Next section
nr	Structure	Lmaj promast	TNAP inh hiacc	TNAP inh noacc	PMI act	HMGR II inh	PMI act satM6P	RAM network inh	Hsp70 act	S1P3 antag	Redox H2O2 prof
25	O=C(Nc1c(Cl)ccc2nsnc12)c1cccnc1	-3	0	-1	1.1	1	1	0.1	-0.2	3	-0.4
26	Cc1ccc(NC(=O)CC2S/C(=N/c3nccs3)N(C)C2=O)cc1C (stereo unspecified)	-2	1	-13	1	3	1	6.6	-0.2	/	0.3
27	CCCC[C@@H]1C[C@H]1[C@@H](NC(=O)c1cccs1)c1ccc(Cl)cc1	41	-5	-14	1	-9	1	9.8*	-0.2	48*	0.8
28	CCc1cccc(CC)c1-n1c(SCC(=O)N2CCc3ccccc3C2)nnc1-c1cccnc1	99*	-6	-9	1	2	1	1.6	-0.1	-11	/
29	Cc1nc2sccn2c(=O)c1Cl	-3	-4	-10	0.9	6	0.9	0.4	0.1	/	-4.5
30	Cc1ccccc1N/C(SCc1ccc(Cl)cc1)=C(/C#N)C(=O)NCc1ccco1	19	-2	-4	0.9	1	0.9	15*	-0.2	/	2.1
31	CCSc1ccccc1C(=O)N=C1NC(=O)CC2C(=O)NCCN12 (stereo unspecified)	-7	-6	-6	1.3	-3	1.2	1.5	-0.1	3	-0.2
32	COc1ccc(NC(=O)CSc2nc(N)c(-c3ccccc3)c(=O)[nH]2)cc1	0	-2	-4	0.9	-6	0.9	4.2	-0.3	/	-0.2
33	CN(Cc1nc2ccc(F)cc2[nH]1)Cc1c(C(=O)N(C)C)nc2ccc(Cl)cn12	-7	-2	-8	0.9	-2	0.9	2.8	0.0	4	-0.3
34	CC(C)CC(NC(N)=O)C(=O)NCc1ccc(Cl)cc1 (stereo unspecified)	-5	2	-5	0.9	7	0.9	4.6	0.3	-9	-1.5
35	C=CCn1c(=N)c(C(=O)OC)cc2c(=O)n3cccc(C)c3nc21	/	-6	-9	0.8	/	0.9	/	/	-61	/
36	O=c1cc(CSc2nc(NCc3ccccc3)c3ccccc3n2)nc2ccc(Cl)cn12	13	0	0	0.9	-6	0.9	1.7	-0.4	5	0.3

37	CC1=NOC(=O)/C1=C\c1ccc(-c2cc(Cl)ccc2Cl)o1
38	CCOc1ccc(OCCSc2nc(C)cc(=O)[nH]2)cc1
39	Cc1nnc2ccc(-c3ccc(NC(=O)c4cccnc4Cl)cc3)nn12
40	O=C(Oc1ccccc1C(=S)N1CCCCC1)c1cc([N+](=O)[O-])cc([N+](=O)[O-])c1
41	CSC1=C(C#N)C(c2ccc(C)cc2)C2=C(CCCC2=O)N1 (stereo unspecified)

assay / compound,37,38,39,40,41
Lmaj promast,99*,-6,-8,-4,35
TNAP inh hiacc,-1,-5,-5,4,-1
TNAP inh noacc,4,-6,-12,-2,-7
PMI act,0.9,0.9,0.9,0.8,0.9
HMGR II inh,0,1,-1,-9,-4
PMI act satM6P,1,0.9,0.9,0.9,0.9
RAM network inh,3.4,1.7,0.3,2.2,2.3
Hsp70 act,-0.4,-0.1,-0.2,-0.4,0.1
S1P3 antag,/,-8,-17,/,-14
Redox H2O2 prof,3.2,0.4,0.0,0.2,3.6

42	Cc1ccc(NC(=O)c2ccc(NCCCN3CCC(C)CC3)c([N+](=O)[O-])c2)cc1F
43	CCc1cccc(CC)c1-n1c(SCC(=O)c2c(N)n(C)c(=O)n(C)c2=O)nnc1-c1cccnc1
44	O=C(C1=C[C@H](c2ccc(Br)cc2)C[C@H](OCCCCO)O1)N1CCN(Cc2ccc3c(c2)OCO3)CC1
45	Cc1cccc2cc(C(c3nnnn3Cc3ccccc3)N3CCN(C)CC3)c(=O)[nH]c12 (stereo unspecified)
46	O=S(=O)(Nc1nc2ccccc2nc1N1CCN(c2ccccc2)CC1)c1ccc(F)cc1
47	Cc1ccccc1CSCCNC(=O)CCSc1ccccc1
48	COc1ccc(NC(=O)CSc2nnc(Cc3cccn3C)n2-c2ccc(F)cc2)cc1
49	COc1ccc(N2CCCn3c2nc2c3c(=O)n(CCc3ccccc3)c(=O)n2C)cc1

assay / compound,42,43,44,45,46,47,48,49
Lmaj promast,84*,-10,84*,-10,-7,-5,18,/
TNAP inh hiacc,6,-4,-7,-2,0,-4,0,-4
TNAP inh noacc,1,-24,-7,-5,-8,-8,-17,12
PMI act,1.2,0.8,0.8,1.1,1.3,0.9,0.9,1
HMGR II inh,2,0,-11,3,0,-5,-5,/
PMI act satM6P,1.2,0.9,0.8,1,1.3,0.8,0.9,1
RAM network inh,-0.1,6.8,1.4,0.0,2.1,2.3,7.4,/
Hsp70 act,-0.3,0.0,0.1,-0.2,-0.2,-0.4,0.6,/
S1P3 antag,7,7,6,-28,-9,/,-17,-14
Redox H2O2 prof,-0.7,0.7,1.7,-1.1,1.0,2.3,-0.4,/

Of the compounds above, nine contain an aryl methoxy group:
1	COc1ccccc1C(=O)Nc1ccc2c(c1)nc1n2CCN(Cc2ccccc2)C1
8	COc1ccc(CC(NC(C)=O)C(=O)NC2CCN(C(=O)c3cnccn3)CC2)cc1 (stereo unspecified)
15	COc1ccccc1N1CCN(C2=Nc3cccc4cccc2c34)CC1
19	COc1ccccc1S(=O)(=O)Cc1ccc(C(=O)N2CCN(c3ccccn3)CC2)o1
21	CCc1nnc(NC(=O)CSc2nnc(-c3ccc(OC)cc3)n2C)s1
23	COc1ccc(C2C(C#N)=C(N)OC3=C2C(=O)CCC3)c(OC)c1OC (stereo unspecified)
32	COc1ccc(NC(=O)CSc2nc(N)c(-c3ccccc3)c(=O)[nH]2)cc1

assay / compound,1,8,15,19,21,23,32
Lmaj promast,21,2,77*,-3,-8,-6,0
TNAP inh hiacc,-1,-2,6,-2,2,-1,-2
TNAP inh noacc,-11,1,13,-4,-4,-10,-4
PMI act,1.5,1.1,1,1,1,1,0.9
HMGR II inh,-7,1,-4,1,2,-9,-6
PMI act satM6P,1.4,1.1,0.7,1,1,1,0.9
RAM network inh,1.1,1.8,0.5,0.9,-0.7,4.3,4.2
Hsp70 act,-0.2,-0.5,0.3,-0.5,-0.1,-0.5,-0.3
S1P3 antag,-4,/,-8,-16,-25,3,/
Redox H2O2 prof,-0.1,1.1,-0.7,-0.7,3.0,-0.5,-0.2

48	COc1ccc(NC(=O)CSc2nnc(Cc3cccn3C)n2-c2ccc(F)cc2)cc1
49	COc1ccc(N2CCCn3c2nc2c3c(=O)n(CCc3ccccc3)c(=O)n2C)cc1

assay / compound,48,49
Lmaj promast,18,/
TNAP inh hiacc,0,-4
TNAP inh noacc,-17,12
PMI act,0.9,1
HMGR II inh,-5,/
PMI act satM6P,0.9,1
RAM network inh,7.4,/
Hsp70 act,0.6,/
S1P3 antag,-17,-14
Redox H2O2 prof,-0.4,/
